MgcRacGAP inhibition = MgcRacGAP GTPase-activating activity inhibitors, confirmation, biochemical, ADP Hunter fluorescence; MgcRacGAP-stimulated Rac1 GTP hydrolysis, ADP Hunter fluorescence; higher % means a stronger effect; GST-tagged Rac1 F28L mutant substrate; inhibition, % at 30 µM, or IC50 in µM where a hit was titrated; 340,000 tested, 0.6% active; AID 624330;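 active = first-screen hits whose inhibition reached a set limit at any dose in the follow-up dose series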;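 also: fluorescence reports GDP produced by GAP-driven GTP hydrolysis; strong numbers were not always called active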
T cell modulator = T cell immune modulators affecting CD8 T cell-vesicle binding; 2C CD8+ T cell-vesicle binding, flow cytometry; hits give low values; calls only at 7 µM; 330,000 tested, 0.068% active; AID 2052;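 active = response, share of CD8 T cells binding vesicles, and their 90th percentile fluorescence all below set limits, cut at about 80% in these data, passing the limit was not always enough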
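Assay system – 2C mouse CD8+ T cells · Also added – QL9-loaded Drosophila micro-vesicles · Timing – Cell–vesicle co-incubation 1.5 h at 37 °C, staining 20 min on ice · Signal – flow cytometry of vesicle-bound cells · Measure – percent CD8+ FL2 mean versus row control · Controls – Peptide-free naked vesicles (low) and QL9 vesicles with 0.7% DMSO vehicle (high)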
NTR1 agonist = agonists of NTR1, primary screen, imaging, U2OS cells, beta-arrestin-GFP, high content (AID 493036) | P30989 | NTR1-U2OS beta-arrestin-GFP spot imaging, agonist mode | activation, % at 20 µM | 330,000 tested, 0.17% active;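 active = activation at or above 40% of the spot to cytoplasm intensity ratio, with at least 20 cells analyzed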;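 also: 0% = DMSO without peptide and 100% = 100 nM NTR1 peptide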
Target sequence (P30989 whole entry, looked up): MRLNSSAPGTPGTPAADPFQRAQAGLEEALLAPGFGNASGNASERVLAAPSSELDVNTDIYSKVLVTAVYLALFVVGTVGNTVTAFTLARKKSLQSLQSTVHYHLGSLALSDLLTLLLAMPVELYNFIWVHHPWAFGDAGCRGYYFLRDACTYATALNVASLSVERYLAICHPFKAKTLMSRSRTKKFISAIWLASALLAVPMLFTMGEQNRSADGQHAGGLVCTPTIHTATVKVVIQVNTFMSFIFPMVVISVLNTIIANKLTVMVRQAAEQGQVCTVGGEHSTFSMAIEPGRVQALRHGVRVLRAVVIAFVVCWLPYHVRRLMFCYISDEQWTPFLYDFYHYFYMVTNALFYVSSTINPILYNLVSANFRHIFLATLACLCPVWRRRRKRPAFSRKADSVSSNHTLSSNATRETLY
RSV antiviral HEp-2 = inhibition of RSV-induced cytopathic effect – HEp-2 cells, primary 10 µM value included (AID 2391) | HEp-2 cells, RSV-induced CPE inhibition; higher % means a stronger effect | 310,000 tested, 0.13% active | CPE inhibition, % at 10 µM, or IC50 in µM where a hit was titrated; in the data active = a potency from the dose series; also: strong numbers were not always called active
Salmonella PhoP GFP = PhoP-dependent GFP reporter repression – Salmonella Typhimurium, primary screen (AID 1863). S. Typhimurium PhoP-regulated promoter GFP reporter, 4 h; higher % means a stronger effect. one-dose inhibition, % at 50 µM; IC50 in µM for titrated hits. 300,000 tested, 0.16% active;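 active = inhibition over 29.93%, a cutoff 3 SD above the screen mean, later confirmed by dose response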;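 also: 0% = low Mg2+ inducing control and 100% = high Mg2+ repressing control; strong numbers were not always called active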
K1F lysis inhibition = protection from phage-mediated lysis, alamar blue read-out – E. coli UTI89, K1F phage, bacterial capsule biogenesis inhibitors (AID 488966) | E. coli UTI89 K1F phage lysis, alamar blue, 2 h; higher % means a stronger effect | one-dose inhibition, % at 100 µM; IC50 in µM for titrated hits | 340,000 tested, 0.02% active;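 active = phage lysis inhibition, versus mean bacterial control, above a set limit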;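 also: capsule biogenesis inhibitors block K1F phage lysis so surviving cells raise fluorescence; higher fluorescence means more inhibition of phage lysis; actives were called in the ten point dose series up to 300 µM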
TNAP activators = stimulation of alkaline phosphatase TNAP activity – biochemical, luminescent, no phosphate acceptor, uHTS, primary screen (AID 1001) | purified TNAP, luminescent activation assay, no phosphate acceptor; higher activation fold means a stronger effect | activation fold at 20 µM, or EC50 in µM where a hit was titrated | 200,000 tested, 0.03% active; in the data active = activation fold from about 3, or a potency from the dose series; inactive = the rest, 99 in 100 with activation fold below about 1.6; also: many of its hits are not listed in these tables
Myeloid diff MLP = myeloid differentiation induction | ER-HoxA9 myeloid progenitors, lysozyme-GFP differentiation, flow cytometry | calls only at 10 µM | 360,000 tested, 1% active | AID 624256;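 active = normalized GFP-positive differentiation at or above the plate's own cutoff, the solvent-only control mean plus 3 SD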;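 also: cells exposed to compound for four days before flow analysis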
SV40 large T antigen = TAg ATPase/helicase activity blockers – biochemical (AID 1903). 310,000 tested, 0.39% active. inhibition, % at 20 µM; hits with a dose series show IC50 in µM. SV40 large T antigen ATPase/helicase inhibition assay; higher % means a stronger effect; in the data active = a potency from the dose series; also: strong numbers were not always called active
T cell modulator vesicle-bound % = recorded beside T cell modulator, whose call it bears; double positive events, %; measured here: CD8+ vesicle-bound cell fraction;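 binding gate set so that unloaded-vesicle control wells show 10% double positive cells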
NTR1 agonist cell count 20 µM = second read-out of NTR1 agonist, no call of its own (marks repeat the call); cell count; measured here: cell count, cytotoxicity flag
Myeloid diff MLP GFP+ MAC1+ % = recorded beside Myeloid diff MLP, whose call it bears; GFP+ MAC1+ double positive, %; measured here: differentiation confirmed by MAC1 staining
Starred values were filed as active, the others as inactive; i = inactive; . = not tested or not shown; + = active, no number; & = joins results of further samples; [ ] = another dose, or the depositor's remark. Hits appear at their usual frequency; 2.3% or so of the library scored in one or more.

Values run as follows: MgcRacGAP inhibition | T cell modulator | T cell modulator vesicle-bound % | NTR1 agonist | NTR1 agonist cell count 20 µM | RSV antiviral HEp-2 | Salmonella PhoP GFP | K1F lysis inhibition | TNAP activators | Myeloid diff MLP | Myeloid diff MLP GFP+ MAC1+ % | SV40 large T antigen
- COC(=O)c1ccc(CSc2nc3c(c(=O)n2-c2ccc(Br)cc2)SCC3)o1
    4.1% | i | 48.2 | 4.9 | 52 | 4.4% | 5.6% | -0.7% | 1.1 | + | 6.7* | 11.3%
- O=C(NC1CCCCC1)c1cccc(S(=O)(=O)N2CCOCC2)c1
    4.0% | i | 60.1 | 0.0 | 42 | 0.1% | -2.0% | 0.4% | 1.1 | i | 0.8 | 1.7%
- O=[N+]([O-])c1ccc2[nH]c(O)c(N=NC3CCS(=O)(=O)C3)c2c1 (stereo not given)
    -4.6% | i | 60.2 | 5.2 | 58 | 2.7% | 1.4% | 0.2% | . | i | 0.1 | 19.2%
- O=C(/C=C/c1cccs1)Nc1nccs1
    2.8% | i | 38.1 | -0.3 | 43 | -1.8% | 1.6% | 1.2% | 1 | i | 0.3 | -0.6%
- Cc1cc(C)cc(C(=O)N2CCN(c3ccccn3)CC2)c1
    -9.3% | i | 32.5 | 1.0 | 59 | 2.6% | 1.1% | 0.0% | 1.1 | i | 1.1 | 7.6%
- Cc1ccc(S(=O)(=O)Nc2c(C)[nH]c(=O)[nH]c2=O)cc1C
    -0.8% | i | 41.1 | 0.3 | 61 | 0.4% | -13.7% | -8.0% | 1.1 | i | 1.0 | 15.9%
- O=C(NNC1=NC2(CCCC2)Cc2ccccc21)c1cccnc1
    13.5% | i | 15.3 | 3.2 | 39 | 0.1% | -7.2% | -0.1% | 1.1 | i | 0.4 | -3.6%
- COc1cc2ccc(=O)oc2c(O[C@@H]2O[C@H](CO)[C@@H](O)[C@H](O)[C@H]2O)c1O
    13.1%&12.6% | i | 53.4&31.2 | 2.2&1.2 | 57&56 | 0.3% | -3.3% | 4.5% | . | i | 1.7&1.0 | 8.3%
- O=C(Cn1cc(C(F)(F)F)ccc1=O)Nc1ccc(N2CCOCC2)cc1
    5.1% | i | 43.6 | -0.3 | 49 | -1.4% | -3.6% | 0.4% | 0.9 | i | 0.2 | 8.8%
- CCCCN1C(=O)CC(N2CCOCC2)C1=O (stereo not given)
    -3.5% | i | 27.0 | 2.2 | 36 | 0.4% | -4.1% | 2.4% | 1 | i | 2.2 | 12.2%
- CCN(CC)S(=O)(=O)c1cccc(C(=O)NCC2(N3CCOCC3)CCCCC2)c1
    2.8% | . | . | 0.2 | 49 | . | . | 1.0%[50 µM] | . | i | 0.6 | .
- Cn1nccc1C(=O)NC1CCCc2c1cnn2-c1cc(F)cc(F)c1 (stereo not given)
    -1.8% | i | 49.3 | 2.7 | 60 | -0.3% | 6.2% | 0.1% | . | i | 4.3 | -4.0%
- O=[N+]([O-])c1cccnc1Sc1ccccc1Cl
    16.0% | i | 31.6 | 3.2 | 48 | 0.3% | . | -0.8% | . | i | 0.6 | 10.0%
- CC(C)(C)c1ccc(NC(=O)COC(=O)c2ccc3ncsc3c2)cc1
    6.6% | i | 18.1 | 7.8 | 49 | -0.1% | . | 0.4%[50 µM] | . | i | 1.0 | .
- CC1(C)CC2CC(C)(CN2C(=O)COC(=O)c2cccnc2Cl)C1 (stereo not given)
    4.3% | i | 57.5 | -0.5 | 65 | . | . | 0.6%[50 µM] | . | i | 0.6 | .
- Cc1ccc(Nc2c(-c3ccc(N4CCOCC4)cc3)nc3cnccn23)cc1
    5.3% | i | 13.5 | 2.2 | 57 | -1.2% | -8.9% | -0.2% | . | i | 0.8 | 25.6%
- N#Cc1c(NC(=O)CSc2nnnn2C2CCCCC2)sc2c1CCCC2
    -2.8% | i | 24.9 | 19.5 | 62 | 1.9% | -5.9% | -0.2% | 1.1 | i | 0.8 | 7.8%
- C[C@@]12CC(=O)NC1N(C(=O)c1cccc(C(F)(F)F)c1)C(c1ccccc1O)C2 (stereo not given in full)
    -0.8% | i | 28.8 | -1.1 | 76 | 0.8% | 20.4% | 0.3% | 1.1 | i | 0.6 | 3.3%
- O=C(COc1ccc(Cl)cc1)Nc1nnc(-c2ccc3c(c2)CCCC3)o1
    4.5% | i | 37.6 | 7.9 | 96 | 1.5% | -11.5% | 0.0% | 0.9 | i | 1.3 | 15.5%
- Cc1ccc(NC(=O)CN(C)C(=O)c2ccc(OCc3cn4ccccc4n3)cc2)cc1
    8.1% | i | 49.0 | -0.2 | 58 | 1.7% | . | 0.3% | . | i | 1.3 | .
- CC(=O)Nc1ccc(OCC(O)Cn2nc(C)c(C)c2C)cc1 (stereo not given)
    10.2% | . | . | 1.5 | 51 | 1.9% | -7.7% | 0.4% | . | i | 0.5 | 7.0%
- O=C(c1ccccc1)N(C(=O)c1ccccc1)c1ncnc2c1C(c1ccccc1)c1c(ccc3ccccc13)O2 (stereo not given)
    8.8% | i | 10.2 | 2.9 | 55 | -1.3% | . | 0.8% | . | i | 2.3 | .
- Cc1cc(C)c(S(C)(=O)=O)c(Oc2ccc(F)cc2)n1
    7.5% | i | 54.4 | -0.8 | 43 | 2.5% | -2.2% | 0.1% | 1.1 | i | 1.3 | 11.5%
- O=C1NCCN1Cc1ccc(Cl)cc1
    7.7% | . | . | 1.5 | 56 | -1.0% | -10.4% | 0.2% | 1.1 | i | 0.4 | 22.5%
- CC(C)n1cc(-c2ccc(Cl)cc2)cc(C#N)c1=O
    10.5% | i | 26.1 | 7.0 | 40 | 20.4% | 17.1% | -0.4% | 1.2 | i | 0.2 | -6.8%
- CCOC(=O)c1ccc(N2C(=O)c3n[nH]c(-c4ccco4)c3C2c2ccc([N+](=O)[O-])cc2)cc1 (stereo not given)
    4.3% | i | 7.2 | 29.3 | 49 | -1.0% | 29.6% | -0.6%[50 µM] | 1.5 | i | 1.4 | -3.8%
- Cc1coc2cc3oc(=O)c(CCC(=O)N[C@@H](CCCNC(N)=O)C(=O)O)c(C)c3cc12
    6.9% | i | 37.0 | -0.3 | 79 | 1.6% | 0.2% | -0.4%[50 µM] | . | i | 0.6 | 5.3%
- CC(=O)NC(CC(=O)NCCOc1ccccc1F)c1ccccc1 (stereo not given)
    7.0% | i | 21.1 | -0.4 | 43 | 0.9% | -2.6% | -0.6% | . | i | 0.5 | 11.0%
- CCOC(=O)/C(C#N)=C\c1ccc(OC)c(OC)c1
    8.8% | i | 44.8 | 2.2 | 45 | 1.6% | 0.1% | 0.6% | 1.1 | i | 0.1 | 3.5%
- O=C(c1cc([N+](=O)[O-])[nH]n1)N1CCSCC1
    1.1% | i | 29.0 | -0.6 | 36 | . | -11.1% | -0.6% | . | i | 0.8 | 3.4%
- CCOc1ccc(N2CC(C(=O)NNC(=O)c3ccc(Br)cc3)CC2=O)cc1 (stereo not given)
    2.5% | i | 23.5 | -1.2 | 60 | 1.9% | 10.5% | 0.5% | . | i | 0.4 | 2.1%
- O=C(O)c1cccc2c1C(=O)N(CC1CCCO1)C2 (stereo not given)
    1.1% | i | 36.9 | -0.3 | 97 | -1.5% | 6.0% | 0.8% | 1.1 | i | 0.1 | -15.4%
- COc1cccc(/C=N/Nc2ncc(C(F)(F)F)cc2Cl)c1O
    -3.3% | i | 39.9 | . | . | -1.6% | 39.5% | -4.7% | 1.1 | i | 1.1 | 10.4%
- Cc1ccc(-n2c(O)c(C=NCc3ccccn3)c3ccccc3c2=O)cc1
    2.6% | i | 63.5 | -0.8 | 83 | 3.1% | -17.3% | -0.3% | 1.5 | i | 0.4 | -13.4%
- Cc1ccc(N(C)S(=O)(=O)c2c(C)[nH]c(C)c2C(=O)N2CCCC2)cc1
    6.5% | i | 31.6 | -0.6 | 62 | -0.1% | -1.5% | 0.0% | . | i | 1.4 | 15.1%
- Cc1ccc2nc(SCc3ccc([N+](=O)[O-])cc3)nc(C)c2c1
    11.0% | . | . | 9.1 | 63 | 0.0% | -14.0% | 0.2% | 1 | i | 0.4 | 4.5%
- CCc1cc(C(=O)N2CCCC(N3CCN(c4cccc(C(F)(F)F)c4)CC3)C2)n(C)n1 (stereo not given)
    8.7% | i | 13.0 | 0.0 | 55 | 1.1% | 1.2% | -1.4% | . | i | 4.8 | 4.2%
- CC1(C)CC2CC(C)(CN2C(=O)C23CCC(C)(C(=O)C2)C3(C)C)C1 (stereo not given)
    7.9% | i | 23.1 | 1.4 | 69 | 1.6% | -9.8% | 2.3%[50 µM] | 1.1 | i | 0.0 | 7.8%
- Cc1cccn2c(CN(C)C3CCCc4ccccc43)c(C(=O)N3CCOCC3)nc12 (stereo not given)
    7.5% | i | 42.6 | 2.5 | 91 | 2.0% | . | -1.3% | 1.1 | i | 0.0 | .
- COCCn1c(C)cc(C(=O)CN2CCCCC2)c1C
    -9.9% | i | 6.2 | 0.8 | 63 | -1.9% | 2.2% | 0.4% | 1.1 | i | 0.8 | 16.8%
- N#Cc1ccc(S(=O)(=O)Nc2ccccc2N2CCOCC2)cc1
    2.2% | i | 36.6 | 3.6 | 65 | . | . | 0.7%[50 µM] | . | i | 0.9 | .
- C=CCN(c1ccc(C(=O)Nc2ccc(C)cc2)cc1)S(C)(=O)=O
    6.7% | i | 35.6 | -0.2 | 55 | 1.9% | -6.3% | 1.3% | 1.1 | . | . | 17.6%

Profiles, looked up by structure. Screens in order: MgcRacGAP inhibition | T cell modulator | T cell modulator vesicle-bound % | NTR1 agonist | NTR1 agonist cell count 20 µM | RSV antiviral HEp-2 | Salmonella PhoP GFP | K1F lysis inhibition | TNAP activators | Myeloid diff MLP | Myeloid diff MLP GFP+ MAC1+ % | SV40 large T antigen
Listed for O=C(c1cc([N+](=O)[O-])[nH]n1)N1CCSCC1 = 1.1% | i | 29.0 | -0.6 | 36 | . | -11.1% | -0.6% | . | i | 0.8 | 3.4%
Listed for Cc1coc2cc3oc(=O)c(CCC(=O)N[C@@H](CCCNC(N)=O)C(=O)O)c(C)c3cc12 = 6.9% | i | 37.0 | -0.3 | 79 | 1.6% | 0.2% | -0.4%[50 µM] | . | i | 0.6 | 5.3%
Listed for COCCn1c(C)cc(C(=O)CN2CCCCC2)c1C = -9.9% | i | 6.2 | 0.8 | 63 | -1.9% | 2.2% | 0.4% | 1.1 | i | 0.8 | 16.8%
Listed for N#Cc1ccc(S(=O)(=O)Nc2ccccc2N2CCOCC2)cc1 = 2.2% | i | 36.6 | 3.6 | 65 | . | . | 0.7%[50 µM] | . | i | 0.9 | .
